GoLoco inh red: blocks human Gai1 binding to RGS12 GoLoco peptide, red readout; P63096; Gai1:RGS12 GoLoco peptide FP, rhodamine, 10 min; Potency, µM (titrated, usually from 61.6 µM), inactives show at the top dose activity, negative = inhibition, actives largely listed as inhibitors; 0.44% of 230,000 active; AID 880; active = well fitted inhibition curve with a large enough effect, not every such curve was filed as active; inactive = no such curve, though single readings can be large or run the other way; also: % is scaled to controls: 0 for no effect and ±100 for the full control effect; nearly all actives have a fitted effect of over 30% in size; many of its hits are not listed in these tables
Lamin A splicing: LMNA splicing modulation. HeLa LMNA splicing GFP/RFP minigene ratio, 48 h. Potency, µM (highest dose often 46.1 µM), for the others: at the top dose ratio change, negative = inhibition, hits mostly inhibitors. 0.01% of 200,000 active; active = well fitted inhibition curve with a large enough effect in the signal ratio, with a control signal flat, not every such curve was filed as active; inconclusive = small, poorly fitted or top-dose-only effect, or effect the other way, or a change in a side signal; the % refers to the signal ratio; also: % is scaled to controls: 0 for no effect and ±100 for the full control effect
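Read-out is the ratio of GFP to DsRed2 object intensity, acquired by 488 nm laser-scanning cytometry on HeLa lamin A-EGFP minigene reporter cells. Compound incubation 48 hrs at 37 °C in Opti-MEM with 2% FBS; DMSO 0.5% final.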
TR SRC2 fluor cs: Texas Red fluorescence interference in TRb-SRC2 counter-screen; TRb/SRC2 Texas Red total fluorescence interference; Potency, µM (top dose mostly 106 µM), for the others: top-dose fluorescence change, negative = quenching; 0.29% of 280,000 active; active = well fitted curve in either direction with a large enough effect; inconclusive = small, poorly fitted or top-dose-only effect; also: % is scaled to controls: 0 for no effect and ±100 for the full control effect
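Human TRβ ligand-binding domain (0.6 uM) and Texas Red SRC2 peptide (20 nM) in Tris buffer with 1 uM T3 and 5% DMSO were incubated with pinned compound for 5 hr at ambient temperature. Total fluorescence was computed as S + 2P (555/632 nm).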
SMN2 splice enh: enhancers of SMN2 splice variant expression | AID 1458 | 2.8% of 210,000 active | Potency, µM (doses to about 46.1 µM), inactives show top-dose activity change, positive = activation, usual class: activators | HEK293 SMN2-luciferase splicing reporter, luminescence, 30-36 h; also: % of control where 0% means no effect; nearly all actives have a fitted effect of over 55% in size
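qHTS luciferase splicing reporter: luminescence rises when SMN2 exon 7 is included in transfected HEK293 cells. Compound exposure lasted 30-36 h at 37C, with 4.5 mM final sodium butyrate as control, followed by a ONE-Glo read.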
RECQ1 helicase: inhibitors of human RECQ1 DNA helicase. P46063. RECQ1 DNA unwinding, red fluorescence kinetic read. 0.54% of 240,000 active. AID 2549. Potency, µM (titrated, usually from 57.3 µM), for the others: at the highest dose activity, negative = inhibition, usual class: inhibitors;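 also: plate controls were vehicle for no effect and no enzyme for full effect; nearly all actives have a fitted effect of over 30% in size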
Target sequence (P46063 whole entry, looked up): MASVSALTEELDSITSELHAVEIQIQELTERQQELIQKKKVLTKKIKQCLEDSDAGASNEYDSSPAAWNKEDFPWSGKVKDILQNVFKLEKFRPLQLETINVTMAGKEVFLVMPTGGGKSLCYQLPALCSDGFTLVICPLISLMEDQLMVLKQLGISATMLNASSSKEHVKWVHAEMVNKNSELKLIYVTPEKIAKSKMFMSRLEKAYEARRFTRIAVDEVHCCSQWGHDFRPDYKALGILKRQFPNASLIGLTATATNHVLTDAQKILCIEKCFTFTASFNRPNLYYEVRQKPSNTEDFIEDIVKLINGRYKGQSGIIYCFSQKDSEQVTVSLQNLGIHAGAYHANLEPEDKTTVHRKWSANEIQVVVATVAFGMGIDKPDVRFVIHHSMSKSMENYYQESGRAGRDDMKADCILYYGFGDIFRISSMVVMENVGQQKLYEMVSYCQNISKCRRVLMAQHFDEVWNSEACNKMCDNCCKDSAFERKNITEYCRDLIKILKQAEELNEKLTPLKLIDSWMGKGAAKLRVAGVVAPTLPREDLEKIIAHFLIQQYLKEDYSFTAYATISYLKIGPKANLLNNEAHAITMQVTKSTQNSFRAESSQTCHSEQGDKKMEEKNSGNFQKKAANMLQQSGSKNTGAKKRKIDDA
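50 nM RECQ1T1 preincubated 15 min with compound in Tris pH 8.0 buffer with MgCl2, DTT, Tween-20 and 2.5 ug/ml poly(dI-dC); started with 200 nM TAMRA/BHQ-2 forked duplex and 2 mM ATP. Unwinding read as fluorescence (525/598 nm), two reads 2 h apart.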
ALDH1A1 inh: inhibitors of human aldehyde dehydrogenase 1A1; AID 1030; P00352; Purified ALDH1A1, NADH fluorescence, propionaldehyde substrate; 7.3% of 220,000 active; Potency, µM (highest dose often 75.3 µM), for inactives: at the highest dose activity, negative = inhibition, most hits filed as inhibitors; active = well fitted inhibition curve with a large enough effect, not every such curve was filed as active; inconclusive = small, poorly fitted or top-dose-only effect, or another doubt; inactive = no such curve, though single readings can be large or run the other way;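 also: plate controls were no enzyme wells and a reference inhibitor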
JMJD2E inh: JMJD2E (human) inhibition; B2RXH2; JMJD2E catalytic domain, FDH-coupled NADH fluorescence (FDH is formaldehyde dehydrogenase); Potency, µM (series often up to 57.1 µM), for the others: top-dose activity change, negative = inhibition, actives largely listed as inhibitors; 1.6% of 230,000 active; AID 2147; active = well fitted inhibition curve with a large enough effect, not every such curve was filed as active; inconclusive = small, poorly fitted or top-dose-only effect, or another doubt; inactive = no such curve, though single readings can be large or run the other way;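 also: 0% = wells with enzyme and -100% = buffer wells without enzyme; nearly all actives have a fitted effect of over 50% in size; many of its hits are not listed in these tables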
TRb-SRC2 inh: inhibitors of human thyroid hormone receptor beta-SRC2 interaction. TRbeta-SRC2 peptide binding, fluorescence polarization; receptor liganded with 1 µM T3. 0.065% of 280,000 active. Potency, µM (highest dose often 106 µM), inactives show at the highest dose activity change, negative = inhibition, most hits filed as inhibitors. P10828;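 also: plate controls were bound peptide for no effect and peptide without receptor for full effect; nearly all actives have a fitted effect of over 50% in size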
Target sequence (P10828 whole entry, looked up): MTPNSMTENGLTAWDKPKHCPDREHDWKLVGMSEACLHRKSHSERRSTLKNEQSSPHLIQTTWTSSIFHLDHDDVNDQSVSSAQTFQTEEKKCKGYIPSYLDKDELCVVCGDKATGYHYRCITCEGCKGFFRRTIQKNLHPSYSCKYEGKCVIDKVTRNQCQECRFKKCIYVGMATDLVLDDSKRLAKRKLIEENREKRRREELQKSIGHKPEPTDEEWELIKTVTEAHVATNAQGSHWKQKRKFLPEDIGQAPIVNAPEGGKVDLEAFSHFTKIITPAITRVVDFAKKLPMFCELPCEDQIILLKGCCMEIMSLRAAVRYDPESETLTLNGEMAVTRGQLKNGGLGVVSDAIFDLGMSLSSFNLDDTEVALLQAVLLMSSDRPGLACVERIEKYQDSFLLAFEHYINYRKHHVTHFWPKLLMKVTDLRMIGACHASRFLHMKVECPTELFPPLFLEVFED
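Read-out is fluorescence polarization (555 nm excitation, 632 nm emission) of a Texas Red SRC2 coactivator peptide; loss of signal reflects blocked binding to human TRb ligand-binding domain in the presence of 1 uM T3.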
Starred values were filed as active, the others as inactive; & = joins results of further samples; [ ] = dose if it differs, or a comment. Unless noted, calls follow the shape of the dose curve; as a rule, active = well fitted curve in the direction sought with a large enough effect; inconclusive = small, poorly fitted or top-dose-only effect, or another doubt; inactive = no such curve, though single readings can be large; an effect the other way counts as inactive or inconclusive. Potency is read from the fitted curve at half-maximal effect. This is a subset; count on the stated rates, not on these rows.

CCOCCOc1nc(C)cc(C)c1S(=O)(=O)c1ccccc1C was read as GoLoco inh red 7%, Lamin A splicing 4%[46 µM], TR SRC2 fluor cs 0%, SMN2 splice enh -6%, RECQ1 helicase -13%, ALDH1A1 inh 0%, JMJD2E inh 1% and TRb-SRC2 inh 1%.
For CC[C@H](C)N(C)C(=O)c1cc2ccccc2c(-c2ccccc2Cl)n1 the results were GoLoco inh red -3%, TR SRC2 fluor cs 0%, RECQ1 helicase -2%, ALDH1A1 inh -1%, JMJD2E inh 4% and TRb-SRC2 inh 7%.
For COC(=O)Cc1nnc(NC(=O)c2ccccc2)s1 the results were Lamin A splicing -4%, TR SRC2 fluor cs -1%, RECQ1 helicase -9%, ALDH1A1 inh -32%, JMJD2E inh 6% and TRb-SRC2 inh -20%.
For C=CCOc1ccc(CNCCc2ccc(S(N)(=O)=O)cc2)cc1 the results were GoLoco inh red -21%, TR SRC2 fluor cs -1%, RECQ1 helicase 1%, ALDH1A1 inh 7%, JMJD2E inh 9% and TRb-SRC2 inh -2%.
`CO[C@@H]1COC(=O)[C@H](C)NC(=O)[C@@H](C)COC(=O)[C@H](C)NC(=O)C/C=C\[C@H]1C` gave TR SRC2 fluor cs -13%[11.2 µM], RECQ1 helicase inactive[11.5 µM], ALDH1A1 inh 8%[13.5 µM] and TRb-SRC2 inh 7%[11.2 µM].
For CCOC(=O)N1CCN(C(=O)c2cnn3ccccc23)CC1 the results were GoLoco inh red 7%, Lamin A splicing 5%, TR SRC2 fluor cs -3%, SMN2 splice enh -13%, RECQ1 helicase 4%, ALDH1A1 inh inconclusive, JMJD2E inh inconclusive and TRb-SRC2 inh -3%.
Screening C[C@H](NC(=O)Cc1cccc2ccccc12)C(=O)NCc1ccccc1 returned GoLoco inh red 12%, TR SRC2 fluor cs 5%, SMN2 splice enh 7%, RECQ1 helicase -1%, ALDH1A1 inh 6%, JMJD2E inh 2% and TRb-SRC2 inh -1%.
For CCc1ccc2oc(=O)cc(CN3CCC(C)CC3)c2c1 the results were GoLoco inh red 14%, Lamin A splicing inconclusive, TR SRC2 fluor cs 1%, SMN2 splice enh 6%, RECQ1 helicase -7%, ALDH1A1 inh inconclusive, JMJD2E inh -14% and TRb-SRC2 inh 2%.
Screening COC(=O)Cn1c(=NC(=O)C(C)(C)C)sc2c(C)cc(C)cc21 returned GoLoco inh red 8%, Lamin A splicing -3%, TR SRC2 fluor cs 0%, SMN2 splice enh -25%, RECQ1 helicase -5%, ALDH1A1 inh 3%, JMJD2E inh 12% and TRb-SRC2 inh -3%.
`O=C(Nc1ccc(F)cc1)/C(Cl)=C/c1ccccc1` gave GoLoco inh red 22%, Lamin A splicing 9%[46 µM], TR SRC2 fluor cs -1%, SMN2 splice enh 14µM*, RECQ1 helicase -11%, ALDH1A1 inh 6%, JMJD2E inh -6% and TRb-SRC2 inh 1%.
For CCOC(=O)c1ccc(N=Cc2nc(-c3ccccc3)oc2OC(C)=O)cc1 the results were GoLoco inh red 5%, Lamin A splicing 3%, TR SRC2 fluor cs 2%, SMN2 splice enh inconclusive, RECQ1 helicase -7%, ALDH1A1 inh 22µM*, JMJD2E inh 8% and TRb-SRC2 inh 4%.
For CN(C)/C=N/c1nc2nccc(-c3ccccc3)n2n1 the results were GoLoco inh red -6%, Lamin A splicing -25%[46 µM], TR SRC2 fluor cs -2%, SMN2 splice enh 8%, RECQ1 helicase -13%, ALDH1A1 inh inconclusive, JMJD2E inh inconclusive and TRb-SRC2 inh -3%.
CCOC(=O)c1c(C2COc3ccccc3O2)csc1N (configuration not stated) was read as GoLoco inh red -2%, Lamin A splicing -6%, TR SRC2 fluor cs -1%, SMN2 splice enh -34%[inhibitor], RECQ1 helicase -7%, ALDH1A1 inh inconclusive, JMJD2E inh -1% and TRb-SRC2 inh -2%.
Screening COc1ccc(OC)c(N(CC(=O)Nc2ccc3c(c2)OCO3)S(=O)(=O)c2ccccc2)c1 returned GoLoco inh red 7%, Lamin A splicing -13%, TR SRC2 fluor cs 5%, SMN2 splice enh -15%, RECQ1 helicase -2%, ALDH1A1 inh -6%, JMJD2E inh -1% and TRb-SRC2 inh -1%.
For O=C(Nc1ccccc1)Nc1ccncc1 the results were GoLoco inh red 4%, TR SRC2 fluor cs -1%, SMN2 splice enh 11%, RECQ1 helicase -17%, ALDH1A1 inh 3%, JMJD2E inh 0% and TRb-SRC2 inh -6%.
Cc1ccc(NC(=O)C(=O)NCc2ccncc2)cc1 was read as GoLoco inh red 0%, Lamin A splicing 9%[46 µM], TR SRC2 fluor cs 0%, SMN2 splice enh -13%, RECQ1 helicase -1%, ALDH1A1 inh -9%, JMJD2E inh 0% and TRb-SRC2 inh -5%.
`CCOC(=O)c1cnc(-n2nc(C)cc2C)nc1NC1CCCC1` gave GoLoco inh red 8%, TR SRC2 fluor cs -7%, RECQ1 helicase -14%, JMJD2E inh inconclusive and TRb-SRC2 inh -10%.
`N#Cc1ccc(CN2CCC3(CC2)CCN(C(=O)c2ccncc2)CC3)cc1` gave GoLoco inh red -3%, SMN2 splice enh -36%[inhibitor], RECQ1 helicase -3% and ALDH1A1 inh -1%.
CC(C)C(c1nnnn1C1CCCCC1)N1CCOCC1 (configuration not stated) was read as GoLoco inh red -10%, Lamin A splicing 8%, TR SRC2 fluor cs 1%, SMN2 splice enh -11%, RECQ1 helicase inactive, ALDH1A1 inh 4%, JMJD2E inh -2% and TRb-SRC2 inh 0%.
`Cc1ccc2c(c1)c1ncnc(N3CCN(c4ccccc4)CC3)c1n2C` gave GoLoco inh red 7%, Lamin A splicing inconclusive, TR SRC2 fluor cs 2%, SMN2 splice enh 5%, RECQ1 helicase inactive, ALDH1A1 inh inconclusive, JMJD2E inh inconclusive and TRb-SRC2 inh -4%.
Cc1c(C(=O)OC(C)C)sc(NC(=O)c2cccnc2)c1C#N was read as GoLoco inh red 55%[activator], Lamin A splicing 6%, TR SRC2 fluor cs -2%, SMN2 splice enh -2%, RECQ1 helicase 0%, ALDH1A1 inh inconclusive, JMJD2E inh -6% and TRb-SRC2 inh 1%.
Screening CCCc1[nH]nc2c1C(C1CCCCC1)C(C#N)=C(N)O2 (configuration not stated) returned GoLoco inh red 2%, Lamin A splicing inconclusive, TR SRC2 fluor cs -1%, SMN2 splice enh -3%, RECQ1 helicase 4%, ALDH1A1 inh -12%, JMJD2E inh 3% and TRb-SRC2 inh 2%.
Screening O=C(CC(=O)NC1CCCCC1)N/N=C/c1ccc(Cl)cc1 returned GoLoco inh red 5%, Lamin A splicing 9%, TR SRC2 fluor cs 0%, SMN2 splice enh 16%, RECQ1 helicase -8%, ALDH1A1 inh 2%, JMJD2E inh 2% and TRb-SRC2 inh -5%.
For COc1ccc(C(CC(=O)c2ccccc2)S(=O)(=O)c2ccccc2)cc1 (configuration not stated) the results were GoLoco inh red 4%, Lamin A splicing -14%, TR SRC2 fluor cs -6%, SMN2 splice enh 13µM*, RECQ1 helicase 6%, ALDH1A1 inh inconclusive, JMJD2E inh -1% and TRb-SRC2 inh 4%.
CC1(C(=O)OCC(=O)N2c3ccccc3Sc3ccccc32)CC1(Cl)Cl (configuration not stated) was read as GoLoco inh red 4%, Lamin A splicing inconclusive, TR SRC2 fluor cs 2%, SMN2 splice enh -43%[inhibitor], RECQ1 helicase inconclusive, ALDH1A1 inh -1%, JMJD2E inh 0% and TRb-SRC2 inh -7%.
OC(CNCc1ccc(Cl)c(Cl)c1)c1ccccc1 (configuration not stated) was read as GoLoco inh red 9%, TR SRC2 fluor cs -2%, RECQ1 helicase -5%, ALDH1A1 inh 3%, JMJD2E inh -2% and TRb-SRC2 inh 1%.
For Cc1ccc(-n2c(C)cc(C(=O)COC(=O)c3ccc[nH]c3=O)c2C)cc1 the results were GoLoco inh red 9%, Lamin A splicing -10%, TR SRC2 fluor cs 1%, SMN2 splice enh 2.5µM*, RECQ1 helicase -3%, ALDH1A1 inh 14%, JMJD2E inh -2% and TRb-SRC2 inh 0%.
O=C(Nn1cnnc1)c1cccc(S(=O)(=O)N2CCOCC2)c1 was read as GoLoco inh red -2%, Lamin A splicing -7%[46 µM], TR SRC2 fluor cs -4%, SMN2 splice enh 14%, RECQ1 helicase inactive, ALDH1A1 inh 2%, JMJD2E inh -9% and TRb-SRC2 inh -5%.
`O=C(CCN1CCOCC1)c1ccc(Cl)cc1` gave GoLoco inh red 5%, TR SRC2 fluor cs -1%, RECQ1 helicase inactive, ALDH1A1 inh 0.089µM*, JMJD2E inh -7% and TRb-SRC2 inh 8%.
For Cn1c2c(c(=O)n(C)c1=O)C1c3ccccc3OCC1C(C)(C)O2 (configuration not stated) the results were GoLoco inh red -3%, Lamin A splicing -6%, TR SRC2 fluor cs 0%, SMN2 splice enh -2%, RECQ1 helicase 2%, ALDH1A1 inh 28µM*, JMJD2E inh -1% and TRb-SRC2 inh 4%.
For O=C(c1cc(F)ccc1F)C1CCCN(C(=O)CCN2CCCCO2)C1 (configuration not stated) the results were GoLoco inh red 9%, TR SRC2 fluor cs -3%, RECQ1 helicase -1%, ALDH1A1 inh 4%, JMJD2E inh inconclusive and TRb-SRC2 inh 2%.
For COc1ccc(C2=CC(=O)OC3(CCCC3)O2)cc1 the results were GoLoco inh red 6%, Lamin A splicing 3%, TR SRC2 fluor cs -1%, SMN2 splice enh -7%, RECQ1 helicase -1%, ALDH1A1 inh 13µM*, JMJD2E inh -7% and TRb-SRC2 inh -4%.
`CCCCC[C@H](O)/C=C/C=C\C=C\C=C\[C@@H](O)[C@@H](O)CCCC(=O)O` gave GoLoco inh red 10%&1%, TR SRC2 fluor cs -2%&-1%, SMN2 splice enh -3%&9%, RECQ1 helicase -4%&-6%, ALDH1A1 inh 10%&1%, JMJD2E inh 1% and TRb-SRC2 inh -9%&7%.
`Cc1nn(-c2ccccc2)c(/N=C/c2ccccc2O)c1-c1ccccc1` gave GoLoco inh red -17%, Lamin A splicing -15%, TR SRC2 fluor cs 0%, SMN2 splice enh 11µM*, RECQ1 helicase -10%, ALDH1A1 inh inconclusive, JMJD2E inh -8% and TRb-SRC2 inh -6%.

Screening data as filed in PubChem.
